# Screens from PubChem BioAssay.
# SENP8 inh: blocks the human protease SENP8; Q96LD8; purified SENP8, Z-RLRGG-aminoluciferin cleavage, luminescence; inhibition, % at 10 µM; actives 1.2% (n = 330,000); AID 2540
# Target sequence (Q96LD8 whole entry, looked up): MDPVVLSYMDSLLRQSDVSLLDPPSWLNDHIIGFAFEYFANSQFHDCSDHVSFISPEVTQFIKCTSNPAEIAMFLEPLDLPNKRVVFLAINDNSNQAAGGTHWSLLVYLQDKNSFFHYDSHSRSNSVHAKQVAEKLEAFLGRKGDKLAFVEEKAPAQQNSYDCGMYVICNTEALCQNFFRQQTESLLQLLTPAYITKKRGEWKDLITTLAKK
# Jurkat NFkB inh: lowers PMA/ionomycin-induced NF-kB signal in Jurkat cells; actives 0.53% (n = 330,000); inhibition, % at 4 µM; PMA/ionomycin-induced NF-kB luciferase reporter, luminescence
# Gli-Sufu antag: Gli-Sufu pathway antagonism; actives 0.74% (n = 340,000); Sufu-KO-LIGHT fibroblasts, Gli luciferase reporter luminescence; inhibition, % at 5 µM; AID 588413;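 active = inhibition above about 55%, limit read from the data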;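 also: 0% = DMSO-treated cells and 100% = wells with medium but no cells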
# EBI2 block: EBI2 (human) antagonism. actives 0.81% (n = 360,000). inhibition, % at 5 µM. AID 651636. EBI2 beta-arrestin recruitment, luminescence, 7a,25-OHC stimulated; in the data active = inhibition above about 38%;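 also: enzyme fragment complementation signal reports receptor beta-arrestin coupling in cells; 0% = agonist plus DMSO wells and 100% = wells without agonist; some results beyond the cut were filed as inactive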
# Target sequence (P32249 whole entry, looked up, the tested form may be a part): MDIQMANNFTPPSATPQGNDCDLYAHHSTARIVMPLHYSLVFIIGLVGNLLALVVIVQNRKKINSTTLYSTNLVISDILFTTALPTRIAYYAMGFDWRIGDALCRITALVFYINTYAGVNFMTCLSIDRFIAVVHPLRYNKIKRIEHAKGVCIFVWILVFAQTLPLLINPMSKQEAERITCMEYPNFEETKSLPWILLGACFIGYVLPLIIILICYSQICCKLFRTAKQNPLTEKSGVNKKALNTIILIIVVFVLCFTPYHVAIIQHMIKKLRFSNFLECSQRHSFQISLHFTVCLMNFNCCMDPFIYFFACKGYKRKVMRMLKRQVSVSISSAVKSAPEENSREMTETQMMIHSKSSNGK
# Apaf-1 inh: blocks human Apaf-1 apoptosome activity | reconstituted apoptosome caspase-3 activity, DEVD-Rh110 fluorescence | AID 489030 | O14727 | actives 0.71% (n = 330,000) | inhibition, % at 20 µM; active = inhibition of at least 40% at 20 µM;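 also: plate controls were DMSO wells for no effect and DEVD-CHO caspase inhibitor wells for full effect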
#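 System: Apoptosome proteins | Medium: Hepes pH 7.5 with detergent and BSA | Also added: Cytochrome c trigger plus (Z-DEVD)2-Rh110 caspase-3 substrate | Incubation: 30 min compound preincubation, 50 min activation, room temperature | Detection: Rhodamine 110 fluorescence at Ex 480/Em 540 nm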
# 697 NFkB inh: lowers PMA/ionomycin-induced NF-kB signal in 697 B cells; 697 B-cell NF-kB luciferase reporter, 16 h; inhibition, % at 4 µM; actives 0.33% (n = 330,000); AID 435022; in the data active = inhibition above about 35%
# CCR6 antagonist: antagonists of human CCR6 receptor. CHO-K1 CCR6 PathHunter beta-arrestin, luminescence, CCL20-stimulated. inhibition, % at 20 µM. actives 0.49% (n = 340,000). AID 493098;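 active = compounds whose inhibition of the agonist-driven luminescence signal at 20 µM reaches about 50%, limit read from the data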;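 also: cells stimulated with CCL20 at 14 nM final; plate controls were DMSO with CCL20 for no effect and DMSO without agonist for full effect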
# Target sequence (P51684 whole entry, looked up): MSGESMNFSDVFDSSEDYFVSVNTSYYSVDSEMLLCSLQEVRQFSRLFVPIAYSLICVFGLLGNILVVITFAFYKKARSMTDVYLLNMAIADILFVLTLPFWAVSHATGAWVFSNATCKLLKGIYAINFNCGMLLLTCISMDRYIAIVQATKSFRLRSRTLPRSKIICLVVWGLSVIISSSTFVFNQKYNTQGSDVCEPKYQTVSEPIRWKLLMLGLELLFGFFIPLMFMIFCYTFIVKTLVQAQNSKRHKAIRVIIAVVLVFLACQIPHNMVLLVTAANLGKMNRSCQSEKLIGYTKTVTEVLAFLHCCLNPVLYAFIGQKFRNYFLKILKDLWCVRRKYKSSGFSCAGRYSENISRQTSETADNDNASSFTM
# UBC13 polyUb: blocks human UBC13 polyubiquitin chain formation; P61088; TR-FRET; inhibition, % at 20 µM; actives 0.47% (n = 330,000); in the data active = inhibition above about 45%, passing the limit was not always enough
# * = called active by the depositor; . = no result given. Rule as the data show it, unless noted: active = inhibition above about 50%; inactive = the rest. An excerpt (hit frequency here may not be typical).
canonical_smiles	SENP8 inh	Gli-Sufu antag	Apaf-1 inh	CCR6 antagonist	EBI2 block	697 NFkB inh	Jurkat NFkB inh	UBC13 polyUb
CCOC(=O)c1ccc(N=C2C(=S)N(c3ccc(C(=O)OCC)cc3)C(=N)N2/N=C/c2ccccc2)cc1	-4.3	-2.5	21.9	15.1	13.1	-14.7	-12.1	-32.4
COc1ccc(C(=O)N(CCN2CCOCC2)CC(=O)NC2CCCC2)cc1OC	-6.3	17.4	-1.6	-4.5	-4.3	7.5	-13.0	1.1
Cc1ccc(C)c(N2C(=O)CN=C2Nc2ccccc2Cl)c1	-8.4	-0.8	16.1	15.8	2.1	2.4	-5.9	-4.3
Nc1nc(N)nc(-c2ccccc2-c2nc(N)nc(N)n2)n1	-2.8	2.8	10.0	-1.8	-0.9	1.1	-15.8	-2.3
Cc1onc(-c2c(F)cccc2Cl)c1C(=O)Nc1nnc(-c2ccccc2)s1	6.8	-1.8	8.6	13.8	-1.8	-7.6	-9.6	8.2
CCCn1c(SC(C)C(=O)NCC2CCCO2)nc2cc(Cl)ccc2c1=O (stereo not drawn)	-14.0	13.7	12.9	15.5	17.2	11.2	1.6	10.6
Cc1ccc(NC(=O)CSc2ccccc2NC(=O)c2ccccc2Cl)cc1Cl	-2.2	-9.2	5.0	-1.8	23.4	-5.0	9.4	3.5
C/C(=N\NC(=O)c1cc(-c2ccc(C)s2)[nH]n1)c1ccncc1	-4.5	-15.2	4.5	-0.8	-2.4	-6.8	-8.8	2.7
O=C(COc1ncnc2ccccc12)NCc1ccco1	-3.4	0.9	-0.1	20.3	-8.3	6.5	-1.6	0.0
CC12CCC(=O)N1C(C(=O)Nc1ccc(F)c(Cl)c1)CS2 (stereo not drawn)	-6.3	1.5	-3.9	-5.0	0.3	0.9	10.5	-8.2
CCCc1cc(=O)[nH]c(N/N=C/C=C\c2ccccc2)n1	-11.3	5.0	4.1	15.3	23.5	18.1	5.1	-17.0
CC1(c2ccccc2)NC(=O)N(CC(=O)Nc2ccccc2N2CCCCC2)C1=O (stereo not drawn)	2.6	-4.4	14.1	-11.2	3.1	15.5	-0.9	-8.5
O=C(CCC1CCCC1)NCCCN1CCOCC1	-5.8	4.0	-6.2	0.2	-26.5	4.4	-14.4	0.0
CC(C(=O)c1ccc(-c2ccccc2)cc1)[n+]1cccc(NC(=O)c2ccccc2)c1 (stereo not drawn)	-8.5	5.1	17.8	7.2	5.6	7.2	-12.6	35.4
CCCCOc1ccc(C(=O)N2CCN(c3ncccn3)CC2)cc1	2.7	.	-0.6	1.7	9.8	-10.6	6.4	-2.5
Cc1ccc(NC(=O)C2=NNC(=O)CC2)cc1S(=O)(=O)Nc1ccc(SC(F)F)cc1	-2.7	4.2	3.6	9.3	7.3	-10.1	10.2	-5.3
CCOC(=O)C1(CCCc2ccccc2)CCN(C(=O)CCc2cnccn2)CC1	2.7	16.8	-7.6	15.0	-6.0	2.7	-2.9	11.0
Fc1cccc(/C=N/Nc2nccnc2Cl)c1	92.9*	-66.8	-16.5	5.8	-0.8	-74.9	-80.5	0.3
CCOC(=O)c1ccccc1-c1csc(N)n1	-3.2	-0.3	-2.4	9.9	-8.7	6.3	-38.2	3.0
CCOC(=O)C1=C(C)NC(=O)NC1c1ccc(N2CCC(c3ccccc3)=N2)cc1 (stereo not drawn)	-4.3	-6.7	13.9	2.3	1.0	-82.0	-58.0	6.4
CCOC(=O)c1c(CC(C)C)csc1/N=C/C1=C(O)CCCC1=O	-1.7	5.4	4.1	-6.5	0.8	-0.5	6.4	0.4
Cc1ccc(N=Nc2c(N)n(-c3ccccc3)[nH]c2=O)cc1	54.5*	14.6	18.8	34.5	6.6	-36.5	-59.9	-31.5
COc1ccc(C(=O)N=c2sc3ccccc3n2C)cc1	68.8*	-126.0	-6.0	5.0	0.5	-150.8	-136.4	19.9
CCc1ccccc1Nc1nc(N)nc(COC(=O)C2=COCCO2)n1	-1.1	0.6	1.7	2.2	-2.3	3.3	-3.7	-10.4
COc1ccccc1NC(=O)Cc1ccc(-c2ccccc2)cc1	-1.6	10.8	19.0	-1.7	1.2	4.2	1.8	-6.2
Cc1ccc(S(=O)(=O)N2CCN(CC(=O)N/N=C\c3cccnc3)CC2)cc1	-8.1	-14.0	-5.5	8.4	6.1	-5.9	-5.0	1.8
O=C(NCc1ccco1)C1CCCN1S(=O)(=O)c1ccccc1C(F)(F)F (stereo not drawn)	6.2	5.3	-13.9	6.1	-9.3	12.9	-3.3	0.9
O=C(NCc1ccncc1)C(=O)Nc1ccc2c(c1)OCO2	-12.9	-7.0	-2.6	-7.0	-2.8	-9.1	0.0	-5.4
CCC(C)(C)NC(=O)c1cc([N+](=O)[O-])ccc1N1CCCCC1	-11.2	7.3	2.7	22.0	79.2*	-6.9	-12.0	-22.3
CCCn1c(SCC(=O)NC(=O)NCc2ccccc2)n[nH]c1=O	-0.8	-33.9	2.0	6.2	-8.8	12.1	-0.9	-3.7
Cc1cc2cc(CCNC(=O)c3cccc([N+](=O)[O-])c3)c(=O)[nH]c2cc1C	7.7	1.5	-2.9	4.6	-3.8	22.8	-9.1	5.8
CN(C)C(CNC(=O)c1ccc(NS(=O)(=O)c2ccc(F)c(F)c2)cc1)c1ccccc1 (stereo not drawn)	-4.3	3.5	-1.7	10.1	20.0	-1.9	13.4	0.3
CS(=O)(=O)N1CCN(C(=O)c2cc(-c3cccnc3)nc3ccc(Br)cc23)CC1	2.7	-4.3	-4.9	-6.0	5.9	-4.4	3.0	-3.5
COc1ccc(/C(C)=N/NC(=O)Cc2c(C)nc(C)[nH]c2=O)cc1	-0.7	-5.6	8.4	-4.8	4.3	17.3	-0.3	0.2
COc1ccc(C(=O)NCc2nnc(SCC(=O)NCc3ccco3)o2)cc1OC	-2.4	-1.2	-17.5	-4.7	0.2	11.3	4.4	2.4
Cc1ccc(OCCNC(=O)CCNS(=O)(=O)c2ccc3ccccc3c2)cc1	-3.1	-30.2	12.1	2.5	47.5*	-5.6	-5.6	2.6
c1ccc(-c2ccc(CN3CCN(c4ncccn4)CC3)cc2)cc1	-0.9	2.0	2.0	-5.2	5.0	5.3	2.3	10.2
c1ccc(Cn2nnc3c(N4CCN(Cc5ccc6c(c5)OCO6)CC4)ncnc32)cc1	-0.8	2.4	2.7	21.9	7.7	19.9	-4.3	-0.7
Cc1nnc(NC(=O)CSc2ccc3nnc(-c4ccccn4)n3n2)s1	-8.7	-16.7	4.8	10.2	-2.5	2.1	-3.1	-23.5
CN(c1ccc(OCC(=O)N2CCOCC2)cc1)S(=O)(=O)c1ccc(Cl)cc1	2.5	0.4	-15.6	4.2	7.7	-8.8	-1.4	9.5
CC(C)CN(C(=O)c1ccc(=O)n(C)n1)c1c(N)n(Cc2ccccc2)c(=O)[nH]c1=O	-6.4	-4.0	-5.5	-0.6	1.1	13.9	6.9	-3.6
COc1ccc(C(=O)NCCN2CCCC2)cc1	-3.2	25.4	-6.9	6.1	-2.7	2.2	4.0	0.5
CC(OC(=O)c1cc(-c2cccnc2)nc2ccccc12)C(=O)Nc1ccc2ccccc2c1 (stereo not drawn)	3.9	7.5	7.5	1.6	20.6	6.1	3.1	12.2
CC(C)(C)CN1CCN(Cc2cc3ccccc3[nH]2)CC1CCO (stereo not drawn)	-4.9	-10.4	4.5	10.3	-1.1	6.8	11.2	1.5
Cc1ccc(C(=O)NC(C)c2ccc(F)cc2)cc1 (stereo not drawn)	-12.4	-8.3	-1.3	10.0	-23.9	3.5	0.0	-4.5
CCn1c(SCC(=O)c2ccccc2)nnc1-c1cccnc1	2.2	-18.1	-14.0	5.3	-7.5	14.6	-4.7	5.9
CC(=O)NCc1nc2ccccc2n1C(C)C	6.2	-1.1	-4.7	5.2	-6.3	15.6	3.2	-1.9
CC(Sc1nc2ncc(Cl)cc2[nH]1)C(=O)NC1(C#N)CCCCC1 (stereo not drawn)	6.6	4.2	-7.1	4.1	-16.4	1.1	-4.0	4.1
COc1ccc(-c2nc(N)nc(C)c2-c2ccc(Cl)cc2)c(O)c1	-8.4	.	21.6	1.8	79.7*	-4.9	5.4	-6.5
COc1cccc(CN2CCN(C(c3ccccc3)c3ccccc3)CC2)c1O	-10.0	31.1	2.7	7.1	1.6	-16.9	-6.6	8.7

# (cont.)
canonical_smiles	SENP8 inh	Gli-Sufu antag	Apaf-1 inh	CCR6 antagonist	EBI2 block	697 NFkB inh	Jurkat NFkB inh	UBC13 polyUb
O=C(NCCCN1CCCCC1)c1ccc2c(c1)ncn2C1CCCC1	-5.6	-10.1	8.7	0.1	2.1	-6.7	-5.7	1.8
CC(=O)NC(Cc1c[nH]c2ccccc12)C(=O)N/N=C/c1ccccc1 (stereo not drawn)	0.6	-1.4	9.1	6.1	-16.6	2.4	-11.1	-6.0
CC12CCC(C(=O)NNC(=O)c3ccc(Br)cc3)(OC1=O)C2(C)C (stereo not drawn)	2.9	-14.8	-5.9	-5.1	-6.6	-8.6	1.1	-2.9
COc1cc(/C=N/OCC(=O)Nc2cc(C)on2)ccc1OCc1ccccc1	-1.8	-10.4	3.0	-6.0	-12.1	-1.1	-8.7	5.3
CN(C)/C=C(/C(=O)c1ccc(Cl)cc1)n1cncn1	-5.3	-7.3	5.4	18.5	0.4	5.1	-6.2	-12.5
O=C(C1CCCN(S(=O)(=O)c2ccc(Cl)cc2)C1)N1CCCC1 (stereo not drawn)	-4.7	13.6	3.8	13.1	-2.6	9.2	13.9	-1.8
COc1ccc(C2NC(=O)NC(C)=C2C(C)=O)cc1 (stereo not drawn)	-3.6	-21.5	12.2	-4.5	0.8	12.4	-8.6	-1.4
CCOC(=O)c1c(C)c(-c2ccccc2)n(CC(=O)NCCC(C)C)c1C	-0.9	4.8	10.3	3.0	10.2	9.3	-3.7	-0.6
Cc1cccc(NCc2ccccc2O)n1	2.6	-11.1	4.1	4.0	4.7	-9.9	-6.1	6.3
CN(C)CCn1c(=S)[nH]c2ccc(Cl)cc2c1=O	-12.0	-21.4	1.5	-6.2	8.9	7.6	-12.3	4.5

# Profiles, looked up by structure. Order of values: SENP8 inh, Gli-Sufu antag, Apaf-1 inh, CCR6 antagonist, EBI2 block, 697 NFkB inh, Jurkat NFkB inh, UBC13 polyUb
# Record of CN(C)CCn1c(=S)[nH]c2ccc(Cl)cc2c1=O → -12.0, -21.4, 1.5, -6.2, 8.9, 7.6, -12.3, 4.5
# Record of Cc1onc(-c2c(F)cccc2Cl)c1C(=O)Nc1nnc(-c2ccccc2)s1 → 6.8, -1.8, 8.6, 13.8, -1.8, -7.6, -9.6, 8.2
# Record of CC(C(=O)c1ccc(-c2ccccc2)cc1)[n+]1cccc(NC(=O)c2ccccc2)c1 (stereo not drawn) → -8.5, 5.1, 17.8, 7.2, 5.6, 7.2, -12.6, 35.4
# Record of Cc1cc2cc(CCNC(=O)c3cccc([N+](=O)[O-])c3)c(=O)[nH]c2cc1C → 7.7, 1.5, -2.9, 4.6, -3.8, 22.8, -9.1, 5.8

# (list continues)
canonical_smiles	SENP8 inh	Gli-Sufu antag	Apaf-1 inh	CCR6 antagonist	EBI2 block	697 NFkB inh	Jurkat NFkB inh	UBC13 polyUb
CC(=O)O[C@@H]1[C@@H](O)[C@@H](O)[C@H](Oc2c(-c3ccc(O)cc3)oc3c(CC=C(C)C)c(O)cc(O)c3c2=O)O[C@H]1C	-10.8	5.7	26.1	36.4	.	10.8	-12.4	46.5*
O=[N+]([O-])c1cccc(-c2ccc3nnc(SCc4ccccn4)n3n2)c1	-0.3	4.7	-20.8	10.1	1.8	23.5	-7.3	9.3
O=C(COc1ccc2c(-c3ccccc3)cc(=O)oc2c1)N[C@@H](Cc1c[nH]c2ccc(O)cc12)C(=O)O	-16.6	2.6	8.3	-1.2	-0.5	9.7	5.6	-15.3
COc1ccc(O)c(-c2[nH]ncc2C(=O)c2cccc(C)c2)c1	4.8	.	0.0	9.3	18.2	22.2	-4.0	4.0
O=C(N/N=C/c1ccc(-c2ccc(S(=O)(=O)Nc3ncccn3)cc2)o1)c1cc2ccccc2cc1O	1.1	-2.9	28.7	30.3	-5.5	20.5	6.9	-17.6
